Source: PubChem BioAssay (several laboratories)
PKA inh: blocks human protein kinase A activity; PKA Kemptide phosphorylation, Kinase-Glo ATP luminescence; inhibition, % at 6 µM; 0.1% of 65,000 active; AID 524;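 active means inhibition above the screen-wide mean inhibition plus 3 SD, cut at about 21% in these data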; further: many of its hits are not listed in these tables
MMP13 inh: inhibitors of human MMP13 | P45452 | MMP-13 fTHP FRET cleavage, Mca fluorescence | inhibition, % at 4 µM | 0.07% of 65,000 active | AID 570;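 active means inhibition above the mean of compound-free control plate wells plus 3 SD, cut at about 14% in these data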;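 further: 0% = DMSO wells and 100% = wells with reference MMP-13 inhibitor after basal subtraction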
NADH enzymes: inhibitors of enzymes used to reach an NAD/NADH endpoint; coupled PK/LDH NADH assays, four targets; IC50, µM (highest dose often 10 µM), without a hit: at the highest dose inhibition; 0.02% of 65,000 active;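 active means single-dose screening hits from any of four coupled enzyme assays that gave an IC50 when retested across doses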;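 further: the DPM-DC format reads NADH fluorescence rather than 340 nm absorbance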
JNK3 inh: blocks human JNK3 kinase activity | P53779 | purified JNK3 kinase activity, HTS | inhibition, % at 8 µM | 0.61% of 60,000 active; in the data active means inhibition above about 17%;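 further: 0% = DMSO and 100% = reference inhibitor; many of its hits are not listed in these tables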
A340 absorber: compound absorbs light at 340 nm. compound absorbance at 340 nm, fold over control. fold change at 10 µM. 65,000 tested, under 10 active;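 active means at 10 µM dose, initial 340 nm absorbance at least 2 fold that of control wells; inactive means change under 2 fold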;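 further: initial absorbance extrapolated from kinetic A340 decline of NADH oxidation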
Ecoli tolC: growth inhibitors of E. coli BW25113 tolC mutant | OD615 | growth inhibition, % at 10 µM (by protocol) | 2.2% of 65,000 active;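 active means growth inhibition at or above a cutoff equal to the mean over every tested compound plus 3 SD, cut at about 60% in these data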;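 further: growth measured after 20 h incubation at 37 °C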
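Test system – E. coli BW25113 ΔtolC::kan, tolC deletion mutant strain · Detection – OD at 615 nm · Buffer or medium – LB with kanamycin 50 µg/mL · Times – 20 h compound exposure of bacteria at 37 °C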
ROCK2 blocker: blocks human Rho kinase 2 activity. inhibition, % at 6 µM. AID 604. purified ROCK2, Kinase-Glo ATP depletion luminescence. 0.35% of 60,000 active;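 active means inhibition above the screen-wide mean inhibition plus 3 SD, cut at about 18% in these data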;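 further: plate controls were DMSO wells for no effect and Y-27632 control wells after no-enzyme background subtraction for full effect; many of its hits are not listed in these tables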
Target sequence (O75116 whole entry, looked up): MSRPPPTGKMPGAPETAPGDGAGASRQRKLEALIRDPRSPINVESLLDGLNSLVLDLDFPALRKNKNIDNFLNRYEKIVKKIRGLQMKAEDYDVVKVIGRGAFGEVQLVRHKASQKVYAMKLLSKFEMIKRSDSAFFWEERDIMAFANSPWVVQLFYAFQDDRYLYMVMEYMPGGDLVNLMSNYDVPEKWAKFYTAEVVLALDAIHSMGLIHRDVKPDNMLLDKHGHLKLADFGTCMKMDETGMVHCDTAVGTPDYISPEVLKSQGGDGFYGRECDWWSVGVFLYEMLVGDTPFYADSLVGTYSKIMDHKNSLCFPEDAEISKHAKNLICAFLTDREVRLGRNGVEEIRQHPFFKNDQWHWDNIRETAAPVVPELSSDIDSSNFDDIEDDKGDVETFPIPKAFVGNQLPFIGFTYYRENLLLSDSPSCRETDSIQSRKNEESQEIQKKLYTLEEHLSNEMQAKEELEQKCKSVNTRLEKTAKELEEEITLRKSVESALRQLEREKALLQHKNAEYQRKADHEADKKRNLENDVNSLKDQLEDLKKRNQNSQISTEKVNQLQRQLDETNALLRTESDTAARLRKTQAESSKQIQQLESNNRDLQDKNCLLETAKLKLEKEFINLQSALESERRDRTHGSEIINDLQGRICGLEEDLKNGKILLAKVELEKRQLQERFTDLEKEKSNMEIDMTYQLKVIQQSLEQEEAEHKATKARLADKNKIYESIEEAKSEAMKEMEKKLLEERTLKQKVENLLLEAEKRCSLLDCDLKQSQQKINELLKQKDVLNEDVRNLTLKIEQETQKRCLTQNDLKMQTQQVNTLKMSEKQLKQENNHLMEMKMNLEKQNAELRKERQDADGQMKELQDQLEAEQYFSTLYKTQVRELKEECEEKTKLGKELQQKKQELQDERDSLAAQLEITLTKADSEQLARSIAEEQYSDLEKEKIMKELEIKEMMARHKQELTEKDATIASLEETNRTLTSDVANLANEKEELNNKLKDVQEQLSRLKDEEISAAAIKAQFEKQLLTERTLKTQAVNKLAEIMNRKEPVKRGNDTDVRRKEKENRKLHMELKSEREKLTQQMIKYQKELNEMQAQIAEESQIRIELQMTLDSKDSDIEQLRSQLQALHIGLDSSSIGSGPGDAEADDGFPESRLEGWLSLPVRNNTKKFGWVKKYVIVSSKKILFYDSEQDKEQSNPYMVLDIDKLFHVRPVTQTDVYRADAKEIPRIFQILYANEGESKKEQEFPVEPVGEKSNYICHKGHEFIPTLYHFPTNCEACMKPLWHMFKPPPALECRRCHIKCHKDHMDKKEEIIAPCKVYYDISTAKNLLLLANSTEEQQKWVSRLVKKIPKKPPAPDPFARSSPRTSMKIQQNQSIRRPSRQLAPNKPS
HEK293 NFkB inh: inhibitors of the PMA/ionomycin-induced NF-kB reporter in HEK293 cells | inhibition, % at 3 µM | 0.21% of 62,000 active | HEK-293 NF-kB luciferase reporter, luminescence;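 active means inhibition above the mean of all tested compounds plus 3 SD, cut at about 40% in these data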;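 further: 0% = stimulated DMSO wells and 100% = 10 µM reference inhibitor 5653914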
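System – HEK-293 cells with stable firefly luciferase reporter driven by four HIV NF-kB elements · Doses – one dose, 3 µM · Schedule – 1 h compound pre-incubation, 16 h PMA/ionomycin at 37 °C · Technique – luminescence from luciferase substrate reagent · Measure – percent inhibition normalized per plate to DMSO and reference-inhibitor controls · Replicates – tested once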
Fluor 339 460: intrinsic fluorescence of library compounds, ex339/em460 – biochemical, MLSMR library, data from DPM-DC assay, artefact control, profiling panel. AID 709. compound autofluorescence, ex339/em460 nm, NADH buffer; hits give high values; 1 = no-compound wells, NADH background. 5.5% of 65,000 active. fluorescence fold increase at 10 µM;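 active means at 10 µM, mean starting fluorescence two-fold or more over control wells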;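 further: signal is the first read of a kinetic run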
An asterisk follows results filed as active; . = no result given; [ ] = another dose, or the depositor's remark. Only part of the results is shown; count on the stated rates, not on these rows.

# | mol | PKA inh | MMP13 inh | NADH enzymes | JNK3 inh | A340 absorber | Ecoli tolC | ROCK2 blocker | HEK293 NFkB inh | Fluor 339 460
1 | O=C(O)C1C2C=CC(O2)C1C(=O)Nc1ccc(S(=O)(=O)N2CCc3ccccc32)cc1 (stereo unspecified) | 2 | 0 | 6% | 0 | 1 | 9 | 2 | 16 | 1.1
2 | CCOC(=O)c1c(NC(=O)c2nn(CC)cc2Br)c(C#N)cn1-c1ccccc1 | 1 | 0 | 11% | 2 | 0.99 | 19 | 7 | 14 | 1.1
3 | Cc1cc(C(=O)COc2ccc3ccc(=O)oc3c2)c(C)n1Cc1cccs1 | 1 | -44 | 13% | 0 | 1.1 | 11 | 0 | 17 | 2.6*
4 | Cc1nc(Nc2ccc3c(c2)OCCO3)c2nnn(Cc3ccccc3Cl)c2n1 | 7 | -5 | 3% | 4 | 1.1 | 51 | -2 | 35 | 2.4*
5 | Cc1ccc(S(=O)(=O)N2CCOCC2)cc1C(=O)Nc1nc(-c2cccnc2)cs1 | 12 | 7 | 1% | . | 1 | 2 | . | 21 | 1
6 | CC1Cc2cc(-c3csc(NC(=O)Cc4cccs4)n3)ccc2N1S(C)(=O)=O (stereo unspecified) | 3 | -2 | 7% | 5 | 1 | 63* | -2 | 39 | 1.1
7 | O=C(Cn1ncc2c(=O)oc3ccccc3c21)NCC1COc2ccccc2O1 (stereo unspecified) | 4 | -4 | 3% | -4 | 1 | -5 | 4 | 8 | 1
8 | CC(C)n1c2ccccc2c2nnc(SCC(=O)OCN3C(=O)c4ccccc4C3=O)nc21 | 8 | 0 | 9% | 3 | 1.1 | -7 | 6 | 13 | 1.1
9 | COc1ccc(N(CC(=O)NCc2cccs2)S(=O)(=O)c2c(C)n[nH]c2C)cc1 | 3 | -7 | 13% | 1 | 1 | -8 | 1 | 0 | 1
10 | CCN(CC)C(=O)Oc1ccc2c(=O)c(-c3ccc(OC)cc3)c(C)oc2c1 | 9 | -4 | 6% | 1 | 1 | 52 | 4 | 4 | 1.2
11 | CC(c1ccccc1)N1CC(C(=O)NC2CCCC2)CC1=O (stereo unspecified) | 2 | -6 | 7% | -6 | 1 | -16 | -2 | 8 | 1.1
12 | C=CCNc1nc(C)nc(OC)n1 | 4 | -2 | 3% | 4 | 1 | 15 | 6 | . | 1.1

Next structures:
# | mol | PKA inh | MMP13 inh | NADH enzymes | JNK3 inh | A340 absorber | Ecoli tolC | ROCK2 blocker | HEK293 NFkB inh | Fluor 339 460
13 | O=C(NCc1ccc(F)cc1)c1c(O)c2cccc3c2n(c1=O)CCC3 | 6 | 1 | 2% | 4 | 1 | -35 | 4 | 11 | 1.2
14 | CCN1CCc2c(C#N)c(N3CCCCC3)nc(N3CCOCC3)c2C1 | 1 | -47 | 6%[fluoresces] | 7 | 1.1 | -12 | 2 | . | 2.3*
15 | Cn1c(SCC(=O)Nc2ccc3cn[nH]c3c2)nnc1-c1cccs1 | -6 | 2 | 1% | -8 | 1.1 | -12 | -4 | -6 | 1.1
16 | O=C1CCc2cc(S(=O)(=O)N3CCCC3C(=O)N3CCN(c4ccccc4)CC3)ccc2N1 (stereo unspecified) | 3 | 1 | 0% | 3 | 1 | -11 | 4 | -11 | 1.1
17 | O=C(CCN1C(=O)C2C3C=CC(C3)C2C1=O)Nc1ccc2c(c1)OCO2 (stereo unspecified) | 4 | 2 | 1% | -13 | 1 | -7 | 1 | 4 | 1.2
18 | O=C1CC(Sc2nnc(-c3ccccc3O)o2)C(=O)N1c1ccccc1 (stereo unspecified) | -2 | 3 | 8% | 5 | 1.1 | 6 | 2 | 14 | 1.7
19 | COc1cc(S(=O)(=O)n2nnc3ccccc32)c(OC)cc1Cl | 7 | 4 | 1% | 0 | 1 | 23 | 4 | 6 | 1.1
20 | CCOc1cccc(C(=O)N(Cc2ccc(F)cc2)C2CCS(=O)(=O)C2)c1 (stereo unspecified) | 6 | -17 | 3% | -5 | 0.98 | -7 | 6 | 10 | 1
21 | Cc1cc(NC(=O)Cn2nnc3sc4c(c3c2=O)CCC(C(C)(C)C)C4)no1 (stereo unspecified) | 5 | 5 | 6% | 3 | 1 | 76* | 6 | 6 | 1.1
22 | COC(=O)C1=C(N)OC2=C(C(=O)CC(C)(C)C2)C1c1ccoc1 (stereo unspecified) | 1 | -2 | 4% | -3 | 1 | -12 | 0 | 5 | 1
23 | COC(=O)CN(c1ccc2c(c1)OCCO2)S(=O)(=O)c1ccccc1 | -8 | -2 | 4% | -10 | 1 | 6 | -5 | 13 | 1.1
24 | Cc1ccccc1-n1nnnc1SCc1ncc(-c2ccccc2)o1 | -4 | 7 | 5% | -5 | 1 | 58 | -2 | 11 | 1.1

Continued:
# | mol | PKA inh | MMP13 inh | NADH enzymes | JNK3 inh | A340 absorber | Ecoli tolC | ROCK2 blocker | HEK293 NFkB inh | Fluor 339 460
25 | COC(=O)c1ccc(CNC(=O)COc2ccccc2Br)o1 | 7 | -2 | 3% | 9 | 1 | 5 | 5 | 11 | 1.1
26 | Brc1ccc(OCCn2ccnc2)cc1 | 10 | -2 | 0% | 1 | 1 | 0 | 12 | 2 | 1.1
27 | CN(CC(=O)Nc1ccc(F)c(Cl)c1)S(=O)(=O)c1cccc2nsnc12 | 10 | -5 | 2% | 4 | 0.99 | 55 | 6 | 16 | 1
28 | Cc1ccc(N2CCN(C(=O)c3ccccc3Br)CC2)c(C)c1 | 8 | 3 | 2% | 9 | 1 | 40 | 4 | 10 | 1
29 | Nc1ccc(O)c(-c2nc3ccccc3s2)c1 | 0 | 6 | 4% | -9 | 1.1 | -1 | -5 | -7 | 1.1
30 | COc1ccc(-c2nnc(SCC(=O)Nc3ccc(C)cc3)n2C)cc1 | -3 | 6 | 9% | -2 | 1 | . | 0 | 8 | 1.1
31 | COCCNC(=O)Cn1c(=O)n(CCC(=O)NCCc2ccccc2)c(=O)c2ccccc21 | -1 | 0 | 6% | 1 | 0.98 | -13 | -8 | 12 | 1.2
32 | CNC(=O)OCc1cccc(COC(=O)NC)n1 | 3 | -1 | 2% | -9 | 1.1 | -22 | -2 | 6 | 1.1
33 | N#Cc1c(N)nc2c(c1-c1ccncc1)CCCCCC2 | 6 | -7 | 9% | -2 | 1.1 | -14 | 1 | 2 | 2.1*
34 | COc1cc2c(C#N)c(N3CCOCC3)nc(N)c2c(N)n1 | -5 | -5 | 2%[fluoresces] | 14 | 1 | 0 | -1 | 9 | 3.4*
35 | Cn1c(=O)c2c(nc(CN3CCN(c4ccccc4)CC3)n2Cc2ccccc2Cl)n(C)c1=O | -2 | 0 | 5% | -5 | 1.1 | -7 | 7 | 3 | 1.1
36 | O=C(c1cnn2c(C(F)F)cc(C3CC3)nc12)N1CCOCC1 | -2 | -2 | 12% | 4 | 1 | -20 | -3 | 10 | 1.1

(next part)
# | mol | PKA inh | MMP13 inh | NADH enzymes | JNK3 inh | A340 absorber | Ecoli tolC | ROCK2 blocker | HEK293 NFkB inh | Fluor 339 460
37 | CCOC(=O)Nc1ccc(S(=O)(=O)Nc2cc(C)on2)cc1 | 3 | -1 | 2% | 0 | 1.1 | -2 | 4 | 12 | 1.1
38 | N=c1sccn1CC(=O)Nc1ccc2c(c1)CCC2 | 11 | 1 | 5% | 5 | 1 | -1 | 5 | 4 | 1.1
39 | COc1cc2[nH]c(=S)nc(NCC3CCCO3)c2cc1OC (stereo unspecified) | 2 | -1 | 4% | -5 | 1.1 | -9 | 3 | 16 | 1.1
40 | CCOCc1nnc(NC(=O)c2ccco2)s1 | 4 | 4 | 9% | 1 | 1.1 | -11 | 9 | 15 | 1.1
41 | c1ccc(COc2ccc(OCCOCCn3cncn3)cc2)cc1 | -2 | 0 | 1% | -9 | 1.1 | 6 | 1 | -29 | 1.1
42 | Cc1ccccc1-n1nc2c(c1NC(=O)c1cc3ccccc3oc1=O)CS(=O)(=O)C2 | 5 | -2 | 6% | . | 1.1 | -9 | . | 12 | 1
43 | NC(=O)CSc1nnc(COc2ccccc2)n1CCc1ccccc1 | -1 | 4 | 2% | 3 | 1 | -9 | -2 | 10 | 1.1
44 | COc1ccccc1-n1c(SCC(=O)N2CCOCC2)nc(O)c(Cc2ccccc2)c1=O | 2 | -2 | 6% | -4 | 0.99 | 0 | -5 | 9 | 1
45 | Cc1ccc(OCCSc2nnc(NC(=O)c3ccco3)s2)cc1 | 7 | -1 | 3% | -7 | 1.1 | -12 | 3 | 6 | 1.1
46 | COC(=O)c1[nH]c(C)c(/C(O)=C2\C(=O)C(=O)N(CCN3CCOCC3)C2c2cccnc2)c1C (stereo unspecified) | 6 | 4 | 6% | 3 | 1.1 | 5 | 14 | . | 1
47 | Cn1c(=O)c2c(nc(N3CCOCC3)n2CCCNC2=NCCC2)n(C)c1=O | 11 | -3 | 3% | 5 | 1 | -13 | 5 | 16 | 1.1
48 | CCN(c1ccccc1)S(=O)(=O)c1ccc(F)cc1C | 3 | -2 | 1% | 3 | 0.97 | 33 | 8 | 3 | 1

Next section
# | mol | PKA inh | MMP13 inh | NADH enzymes | JNK3 inh | A340 absorber | Ecoli tolC | ROCK2 blocker | HEK293 NFkB inh | Fluor 339 460
49 | CCOC(=O)c1c(C)n(CCO)c2ccc(O)cc12 | 9 | 4 | 4% | 0 | 1.1 | -8 | -1 | 15 | 1.1
50 | COc1cccc(-c2cc(C(=O)Nc3cnn(Cc4ccccc4C)c3)no2)c1 | 0 | -2 | 3% | 5 | 1 | -6 | -2 | 17 | 1.3
51 | COC(=O)c1c(NC(=O)c2nc3ccccc3s2)sc2c1CCN(C(C)=O)C2 | -14 | 4 | 11% | 6 | 1.2 | 21 | -2 | 6 | 1.3
52 | COc1ccc(N2CC(C(=O)NCCc3ccc(OC)c(OC)c3)CC2=O)cc1 (stereo unspecified) | 14 | 2 | 1% | 0 | 1 | -4 | 3 | 7 | 1.1
53 | C=CCSC1=N/C(=C\c2ccc(C)o2)C(=O)S1 | . | . | 8% | . | 1 | 11 | . | . | 1.1
54 | CCOC(=O)C1=C(C)NC(=O)NC1c1cn(-c2ccccc2)nc1-c1cccs1 (stereo unspecified) | 5 | 6 | 3% | 6 | 1 | 18 | 2 | 14 | 1.1

Six of the compounds above, with two lines to a compound.
Value order: PKA inh, MMP13 inh, NADH enzymes, JNK3 inh, A340 absorber, Ecoli tolC, ROCK2 blocker, HEK293 NFkB inh, Fluor 339 460
49	CCOC(=O)c1c(C)n(CCO)c2ccc(O)cc12
  9, 4, 4%, 0, 1.1, -8, -1, 15, 1.1
50	COc1cccc(-c2cc(C(=O)Nc3cnn(Cc4ccccc4C)c3)no2)c1
  0, -2, 3%, 5, 1, -6, -2, 17, 1.3
51	COC(=O)c1c(NC(=O)c2nc3ccccc3s2)sc2c1CCN(C(C)=O)C2
  -14, 4, 11%, 6, 1.2, 21, -2, 6, 1.3
52	COc1ccc(N2CC(C(=O)NCCc3ccc(OC)c(OC)c3)CC2=O)cc1 (stereo unspecified)
  14, 2, 1%, 0, 1, -4, 3, 7, 1.1
53	C=CCSC1=N/C(=C\c2ccc(C)o2)C(=O)S1
  ., ., 8%, ., 1, 11, ., ., 1.1
54	CCOC(=O)C1=C(C)NC(=O)NC1c1cn(-c2ccccc2)nc1-c1cccs1 (stereo unspecified)
  5, 6, 3%, 6, 1, 18, 2, 14, 1.1
